Assay outcomes: PubChem BioAssay, several laboratories
West Nile virus CPE – West Nile virus antiviral activity, cell-based, CPE readout (AID 1621); West Nile virus-infected cells, CPE inhibition; higher % means a stronger effect; CPE inhibition, % at 10 µM, or IC50 in µM where a hit was titrated; actives 0.02% (n = 290,000); in the data active = a potency from the dose series; inconclusive = CPE inhibition mostly from about 3.7% at the one dose, without a potency; inactive = the rest, 99 in 100 with CPE inhibition below about 2.2%; also: strong numbers were not always called active
P. falciparum M1AAP – malaria alanyl aminopeptidase activity blockers – biochemical, fluorogenic H-Leu-NHMec substrate, 1536-well (AID 1445); recombinant M1AAP, H-Leu-NHMec fluorogenic kinetic assay; higher % means a stronger effect; inhibition, % at 30 µM; hits with a dose series show IC50 in µM; actives 0.42% (n = 220,000);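 active = primary inhibition above the hit cutoff, then over 50% inhibition at one or more dose response concentrations, cut at about 23% in these data, passing the limit was not always enough; inconclusive = conflicting primary data, or primary hits not chosen for dose response; inactive = low primary inhibition, or under 50% at every dose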;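 also: plate controls were DMSO full reaction for no effect and no enzyme background for full effect; strong numbers were not always called active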
T cell modulator – T cell immune modulators affecting CD8 T cell-vesicle binding | 2C CD8+ T cell-vesicle binding, flow cytometry; stronger effect = lower value | calls only at 7 µM | actives 0.068% (n = 330,000) | AID 2052;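 active = response, share of CD8 T cells binding vesicles, and their 90th percentile fluorescence all below set limits, cut at about 80% in these data, passing the limit was not always enough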
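Material: murine 2C transgenic CD8+ T lymphocytes / Also added: QL9-peptide-loaded Drosophila micro-vesicles bearing Ld, ICAM-1 and B7-1 / Schedule: binding step 1.5 h, 37 °C, antibody labelling 20 min, ice / Signal: flow cytometry, PE anti-B7-1 (FL2) versus Alexa647 anti-CD8 (FL8), PFA-fixed / Evaluation: percent CD8+ FL2 mean versus row control / Benchmarks: naked versus QL9-loaded vesicles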
human PMI inhibitors – MPI inhibition at elevated mannose 6-phosphate – biochemical, fluorescence intensity, high mannose 6-phosphate, primary screen (AID 1220); actives 0.66% (n = 190,000); recombinant PMI enzyme, coupled fluorescence intensity; higher % means a stronger effect; inhibition, % at 20 µM; hits with a dose series show IC50 in µM
M17LAP inhibition – P. falciparum M17LAP inhibitors, primary screen, biochemical, fluorogenic H-Leu-NHMec substrate, 1536-well (AID 1619) | inhibition, % at 30 µM, or IC50 in µM where a hit was titrated | actives 0.38% (n = 220,000) | recombinant M17LAP, H-Leu-NHMec fluorogenic kinetic assay; higher % means a stronger effect;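 active = compound inhibiting the enzyme by more than half at any dose during confirmatory dose-response retesting; inconclusive = strong single-dose inhibitors picked by rank but not retested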;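 also: plate controls were full reaction with DMSO carrier for no effect and no enzyme background for full effect; strong numbers were not always called active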
K1F lysis inhibition – inhibition of K1F phage lysis, E. coli UTI89, bacterial capsule biogenesis inhibitors, alamar blue (AID 488966); E. coli UTI89 K1F phage lysis, alamar blue, 2 h; higher % means a stronger effect; inhibition, % at 100 µM; hits with a dose series show IC50 in µM; actives 0.02% (n = 340,000);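 active = phage lysis inhibition, versus mean bacterial control, above a set limit; inconclusive = no clear call, values can overlap the other calls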;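 also: capsule biogenesis inhibitors block K1F phage lysis so surviving cells raise fluorescence; higher fluorescence means more inhibition of phage lysis; actives were called in the ten point dose series up to 300 µM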
TNAP activation fold – stimulation of alkaline phosphatase TNAP activity – biochemical, luminescent, no phosphate acceptor, uHTS, primary screen (AID 1001); purified TNAP, luminescent activation assay, no phosphate acceptor; higher activation fold means a stronger effect; activation fold at 20 µM, or EC50 in µM where a hit was titrated; actives 0.03% (n = 200,000); in the data active = activation fold from about 3, or a potency from the dose series; inactive = the rest, 99 in 100 with activation fold below about 1.6; also: many of its hits are not listed in these tables
RSV CPE inhibition – RSV antiviral activity via CPE protection, HEp-2 cells, primary 10 µM value included (AID 2391) | CPE inhibition, % at 10 µM, or IC50 in µM where a hit was titrated | HEp-2 cells, RSV-induced CPE inhibition; higher % means a stronger effect | actives 0.13% (n = 310,000); in the data active = a potency from the dose series; inconclusive = CPE inhibition mostly from about 23% at the one dose, without a potency; inactive = the rest, 99 in 100 with CPE inhibition below about 21%; also: strong numbers were not always called active
human PMI inhibition – MPI enzyme activity inhibition – biochemical, fluorescence intensity, coupled assay, primary screen (AID 1209). purified PMI enzyme, coupled fluorescence intensity; higher % means a stronger effect. inhibition, % at 20 µM, or IC50 in µM where a hit was titrated. actives 0.42% (n = 190,000);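 also: plate controls were DMSO vehicle for no effect and wells lacking substrate for full effect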
T cell modulator vesicle-bound % – further read-out of T cell modulator, marked with its call; double positive events, %; measured here: CD8+ vesicle-bound cell fraction;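 binding gate set so that unloaded-vesicle control wells show 10% double positive cells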
* hit, by the source's call; [ ] = dose if it differs, or a comment. Rule as the data show it, unless noted: active = inhibition above about 50%; inactive = the rest.

`Cc1ccc(S(=O)(=O)C2(C(=O)NC3CCCCC3C)CC2)cc1` (stereo not drawn) gave West Nile virus CPE -0.7%, P. falciparum M1AAP 7%, T cell modulator inactive, human PMI inhibitors 4%, M17LAP inhibition -2%, K1F lysis inhibition 0.2%, TNAP activation fold 1.1, RSV CPE inhibition 2.2%, human PMI inhibition 4% and T cell modulator vesicle-bound % 25.
O=C1C2CC=C(Cl)CC2C(=O)N1CN(Cc1ccco1)CN1C(=O)C2CC=C(Cl)CC2C1=O (stereo not drawn) was read as West Nile virus CPE 0.1%, P. falciparum M1AAP 7%, T cell modulator inactive, human PMI inhibitors 14%, M17LAP inhibition 17%, K1F lysis inhibition -0.3%, TNAP activation fold 1, RSV CPE inhibition 1.4%, human PMI inhibition -3% and T cell modulator vesicle-bound % 43.
`COc1cc(NS(=O)(=O)c2ccc(Cl)cc2)c(C(=O)O)cc1OC` gave West Nile virus CPE 1.1%, P. falciparum M1AAP 12%, T cell modulator inactive, human PMI inhibitors 9%, M17LAP inhibition 16%, K1F lysis inhibition 11%, TNAP activation fold 1, RSV CPE inhibition 2.2%, human PMI inhibition 0% and T cell modulator vesicle-bound % 42.
Screening COCC1CCCCN1C(=O)c1ccc2oc(CCCc3ccccc3)nc2c1 (stereo not drawn) returned West Nile virus CPE -0.8%, T cell modulator inactive, K1F lysis inhibition -0.1%[50 µM], RSV CPE inhibition 15% and T cell modulator vesicle-bound % 24.
Screening CC(=O)Nc1nc(NC(=O)C(Cl)(Cl)Cl)n(-c2ccccc2)n1 returned West Nile virus CPE 0.3%, P. falciparum M1AAP inconclusive, T cell modulator inactive, M17LAP inhibition 8%, K1F lysis inhibition -0.3% and T cell modulator vesicle-bound % 42.
Screening CCN1C(=O)c2cccc3c(Cl)ccc(c23)C1=O returned West Nile virus CPE -0.4%, P. falciparum M1AAP 1%, T cell modulator inactive, human PMI inhibitors -1%, M17LAP inhibition -2%, K1F lysis inhibition 0.3%, TNAP activation fold 1.1, RSV CPE inhibition 4.5%, human PMI inhibition 5% and T cell modulator vesicle-bound % 13.
Screening Cc1ccc(-c2cc(C(=O)Nc3cc(C)ccc3O)no2)cc1 returned West Nile virus CPE -0.6%, T cell modulator inactive, K1F lysis inhibition 0.0%, RSV CPE inhibition -0.8% and T cell modulator vesicle-bound % 40.
Screening CCO[C@H]1OC(C(=O)NCc2nc3ccccc3[nH]2)=C[C@@H](C2CC2)[C@@H]1CCCO returned West Nile virus CPE 3.0%, P. falciparum M1AAP 4%, T cell modulator inactive, human PMI inhibitors 3%, M17LAP inhibition 48%, K1F lysis inhibition -0.3%, TNAP activation fold 1.1, RSV CPE inhibition 1.9%, human PMI inhibition 8% and T cell modulator vesicle-bound % 30.
Screening CN1CCN(/C(=N\S(=O)(=O)c2ccc(F)cc2)c2ccccc2)CC1 returned West Nile virus CPE -0.1%, P. falciparum M1AAP 11%, T cell modulator inactive, human PMI inhibitors -11%, M17LAP inhibition -11%, K1F lysis inhibition 1.0%, TNAP activation fold 1.1, RSV CPE inhibition 2.0%, human PMI inhibition -11% and T cell modulator vesicle-bound % 34.
`N#Cc1cccnc1Nc1ccc(Cl)cc1` gave West Nile virus CPE -0.6%, P. falciparum M1AAP 4%, T cell modulator inactive, human PMI inhibitors 0%, M17LAP inhibition 2%, K1F lysis inhibition 0.7%, TNAP activation fold 1.1, RSV CPE inhibition 2.6%, human PMI inhibition 1% and T cell modulator vesicle-bound % 50.
`S=c1[nH]nc(-c2cccs2)n1/N=C/c1c(Cl)cccc1Cl` gave West Nile virus CPE 2.0%, P. falciparum M1AAP 21%, T cell modulator inactive, human PMI inhibitors 5%, M17LAP inhibition -5%, K1F lysis inhibition -1.3%, TNAP activation fold 0.7, RSV CPE inhibition -0.2%, human PMI inhibition 24% and T cell modulator vesicle-bound % 42.
`O=C(Nc1ccc(N2CCN(C(=O)c3cccs3)CC2)cc1)c1ccccc1Cl` gave West Nile virus CPE -0.4%, T cell modulator inactive, K1F lysis inhibition -0.1%, RSV CPE inhibition 3.6% and T cell modulator vesicle-bound % 28.
`Cc1ccc(/C=C2/NC(=O)[C@H](C)NC2=O)cc1` gave West Nile virus CPE -0.7%, T cell modulator inactive, K1F lysis inhibition 0.1%, RSV CPE inhibition 0.7% and T cell modulator vesicle-bound % 62.
COc1ccccc1N(Cc1cc2ccc(C)cc2[nH]c1=O)C(C)=O was read as West Nile virus CPE 1.5%, T cell modulator inactive, K1F lysis inhibition 0.1%, RSV CPE inhibition 2.7% and T cell modulator vesicle-bound % 36.
CN1CCN(CC(=O)O)CC1 was read as West Nile virus CPE 1.0%, P. falciparum M1AAP 4%, human PMI inhibitors -8%, M17LAP inhibition 2%, K1F lysis inhibition 5.5%, TNAP activation fold 1, RSV CPE inhibition 2.5% and human PMI inhibition -7%.
Screening c1coc(-c2nc3nc4ccccc4n3nc2-c2ccco2)c1 returned West Nile virus CPE 0.6%, P. falciparum M1AAP 1%, T cell modulator inactive, human PMI inhibitors 3%, M17LAP inhibition 6%, K1F lysis inhibition -0.5%, TNAP activation fold 1, RSV CPE inhibition -1.3%, human PMI inhibition 17% and T cell modulator vesicle-bound % 24.
`COc1ccc(-c2cc(=O)oc3cc(OCC(C)=O)ccc23)cc1` gave West Nile virus CPE -0.3%, P. falciparum M1AAP 7%, T cell modulator inactive, human PMI inhibitors 0%, M17LAP inhibition 11%, K1F lysis inhibition 3.0%, TNAP activation fold 1.1, RSV CPE inhibition 7.9%, human PMI inhibition 1% and T cell modulator vesicle-bound % 37.
Screening C=CCNC(=O)c1ccccc1NC(=O)COc1ccccc1 returned West Nile virus CPE -0.4%, P. falciparum M1AAP -3%, T cell modulator inactive, human PMI inhibitors 5%, M17LAP inhibition -3%, K1F lysis inhibition -0.4%, TNAP activation fold 1, RSV CPE inhibition 1.7%, human PMI inhibition 5% and T cell modulator vesicle-bound % 26.
Screening COC(=O)C1=C(N)N(c2ccccc2F)C2=C(C(=O)CC(C)(C)C2)C1c1ccc(OC)c(OC)c1 (stereo not drawn) returned West Nile virus CPE -0.3%, P. falciparum M1AAP 2%, T cell modulator inactive, human PMI inhibitors 6%, M17LAP inhibition 5%, K1F lysis inhibition -0.5%, TNAP activation fold 1.1, RSV CPE inhibition 2.7%, human PMI inhibition -8% and T cell modulator vesicle-bound % 26.
Screening O=C(c1ccncc1)N1N=C(c2ccc(Br)cc2)CC1c1ccccc1O (stereo not drawn) returned West Nile virus CPE -0.1%, T cell modulator inactive, K1F lysis inhibition 0.2%, RSV CPE inhibition inconclusive and T cell modulator vesicle-bound % 30.
CN(C)CCN(C(=O)c1ccc(S(=O)(=O)N(C)C)cc1)c1nc2cc3c(cc2s1)OCCO3 was read as West Nile virus CPE -0.1%, P. falciparum M1AAP 5%, T cell modulator inactive, human PMI inhibitors -4%, M17LAP inhibition 8%, K1F lysis inhibition 0.1%, TNAP activation fold 1, RSV CPE inhibition 0.9%, human PMI inhibition -13% and T cell modulator vesicle-bound % 56.
CCOc1ccccc1NC(=S)N1C2CCC1CC(NC(=O)NC13CC4CC(CC(C4)C1)C3)C2 (stereo not drawn) was read as West Nile virus CPE -0.8%, P. falciparum M1AAP 4%, T cell modulator inactive, human PMI inhibitors 9%, M17LAP inhibition 2%, K1F lysis inhibition 7.5%, TNAP activation fold 1.4, RSV CPE inhibition -0.4%, human PMI inhibition 8% and T cell modulator vesicle-bound % 24.
`Cc1ccc(C(=O)C2=C(O)C(=O)N(Cc3ccco3)C2c2ccc(N(C)C)cc2)o1` (stereo not drawn) gave West Nile virus CPE -0.2%, T cell modulator inactive, K1F lysis inhibition 0.1%, RSV CPE inhibition 1.1% and T cell modulator vesicle-bound % 15.
Cc1cccc(NC(=O)Nc2cccc(C)n2)n1 was read as West Nile virus CPE 0.7%, P. falciparum M1AAP -1%, T cell modulator inactive, human PMI inhibitors 0%, M17LAP inhibition 21%, K1F lysis inhibition 5.8%, TNAP activation fold 1.1, RSV CPE inhibition 13%, human PMI inhibition -2% and T cell modulator vesicle-bound % 12.
CCN(C(=O)c1cccc(S(=O)(=O)N(C)C)c1)C12CC3CC(CC(C3)C1)C2 was read as West Nile virus CPE -0.7%, T cell modulator inactive, K1F lysis inhibition 0.2%, RSV CPE inhibition 0.1% and T cell modulator vesicle-bound % 45.
Screening O=C(NC(=S)N1CCN(c2ccc(Cl)cc2[N+](=O)[O-])CC1)c1cccs1 returned West Nile virus CPE -1.3%, P. falciparum M1AAP 36%, T cell modulator inactive, human PMI inhibitors -4%, M17LAP inhibition 4%, K1F lysis inhibition 0.8%, TNAP activation fold 1, RSV CPE inhibition 1.3%, human PMI inhibition 7% and T cell modulator vesicle-bound % 48.
Screening COc1ccccc1-n1cc([C@@H]2C[C@H]3CN(c4ccccc4)C(=O)[C@]34CCCN24)cn1 returned West Nile virus CPE inconclusive, P. falciparum M1AAP 0%, T cell modulator inactive, human PMI inhibitors 16%, M17LAP inhibition 1%, TNAP activation fold 1.2, RSV CPE inhibition -0.2%, human PMI inhibition 6% and T cell modulator vesicle-bound % 13.
COc1ccc(C(=O)C2CCCN(C(=O)C3CCOCC3)C2)c(C)c1 (stereo not drawn) was read as West Nile virus CPE -0.4%, P. falciparum M1AAP -2%, T cell modulator inactive, human PMI inhibitors 2%, M17LAP inhibition 4%, K1F lysis inhibition 0.2%, TNAP activation fold 1, RSV CPE inhibition 0.0%, human PMI inhibition 3% and T cell modulator vesicle-bound % 56.
`CC1(C)Cc2nc3oc4c(=S)nc[nH]c4c3cc2CO1` gave West Nile virus CPE -0.5%, P. falciparum M1AAP 11%, T cell modulator inactive, human PMI inhibitors -31%, M17LAP inhibition -134%, K1F lysis inhibition 0.0%, TNAP activation fold 1.1, RSV CPE inhibition -1.0%, human PMI inhibition -11% and T cell modulator vesicle-bound % 34.
For O=C1c2cccc(OCc3ccc(F)cc3)c2CCN1Cc1ccc(F)cc1 the results were P. falciparum M1AAP 0%, T cell modulator inactive, human PMI inhibitors 8%, M17LAP inhibition 8%, K1F lysis inhibition 1.8%, TNAP activation fold 1.1, RSV CPE inhibition 8.9%, human PMI inhibition 6% and T cell modulator vesicle-bound % 41.
